Compound activity as filed in PubChem BioAssay.
GLP-1R inv ag: GLP-1 receptor (human) inverse agonism. P43220. HEK293 GLP-1R CRE-luciferase, luminescence, 24 h; GLP-1R form is constitutively active. Potency, µM (series often up to 38.3 µM), inactives show top-dose activity change, negative = inhibition, usual class: inhibitors. 1.6% of 410,000 active. AID 624417; also: potency is read from the fitted curve at half-maximal effect; % is scaled to controls: 0 for no effect and ±100 for the full control effect; nearly all actives have a fitted effect of over 55% in size
Target sequence (P43220 whole entry, looked up): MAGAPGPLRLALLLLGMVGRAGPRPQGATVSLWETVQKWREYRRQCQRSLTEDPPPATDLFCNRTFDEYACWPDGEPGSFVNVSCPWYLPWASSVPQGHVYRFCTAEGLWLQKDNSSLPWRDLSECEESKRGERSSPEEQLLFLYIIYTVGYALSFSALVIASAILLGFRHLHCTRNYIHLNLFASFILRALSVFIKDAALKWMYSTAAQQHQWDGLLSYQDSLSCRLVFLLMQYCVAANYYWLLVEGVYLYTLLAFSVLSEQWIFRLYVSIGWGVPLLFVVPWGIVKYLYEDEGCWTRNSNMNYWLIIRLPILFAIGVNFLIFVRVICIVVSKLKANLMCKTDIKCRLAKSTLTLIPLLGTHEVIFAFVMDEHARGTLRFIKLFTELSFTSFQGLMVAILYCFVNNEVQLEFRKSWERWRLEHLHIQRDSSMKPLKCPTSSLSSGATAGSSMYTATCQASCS
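qHTS in 1536-well format: reporter HEK293 cells expressing constitutive GLP-1R activity in DMEM + 10% Nu serum, 24 hr with compounds at 37 deg C, luminescence read after 12 min with detection reagent.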
Mm-Cpn inhibitor: M. maripaludis TRiC chaperonin inhibition; purified Mm-Cpn ATPase, ADP Transcreener TR-FRET; Potency, µM (doses to about 76.9 µM), without a hit: top-dose activity, negative = inhibition, hits mostly inhibitors; 0.031% of 330,000 active; AID 504842; also: potency is read from the fitted curve at half-maximal effect; % is scaled to controls: 0 for no effect and ±100 for the full control effect; nearly all actives have a fitted effect of over 80% in size
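ATPase read-out: TR-FRET ADP immunoassay (anti-ADP Eu cryptate vs ADP-d2), ex 320 nm, em 590/665 nm; signal drops as ADP forms. Enzyme 25 nM, ATP 10 uM, 30 min at 37°C after 10 min compound preincubation.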
PTHR1 agonist: agonists of human PTHR1 parathyroid hormone receptor | 0.075% of 410,000 active | AID 743266 | Potency, µM (doses to about 115 µM), for the others: at the highest dose activation, most hits filed as activators | HEK293 GP2 PTHR1 cells, GloSensor cAMP luminescence, 1 h | Q03431; also: potency is read from the fitted curve at half-maximal effect; nearly all actives have a fitted effect of over 55% in size; some results filed as inactive show a strong effect at the top dose; inactives centre near -15; many of its hits are not listed in these tables
Target sequence (Q03431 whole entry, looked up): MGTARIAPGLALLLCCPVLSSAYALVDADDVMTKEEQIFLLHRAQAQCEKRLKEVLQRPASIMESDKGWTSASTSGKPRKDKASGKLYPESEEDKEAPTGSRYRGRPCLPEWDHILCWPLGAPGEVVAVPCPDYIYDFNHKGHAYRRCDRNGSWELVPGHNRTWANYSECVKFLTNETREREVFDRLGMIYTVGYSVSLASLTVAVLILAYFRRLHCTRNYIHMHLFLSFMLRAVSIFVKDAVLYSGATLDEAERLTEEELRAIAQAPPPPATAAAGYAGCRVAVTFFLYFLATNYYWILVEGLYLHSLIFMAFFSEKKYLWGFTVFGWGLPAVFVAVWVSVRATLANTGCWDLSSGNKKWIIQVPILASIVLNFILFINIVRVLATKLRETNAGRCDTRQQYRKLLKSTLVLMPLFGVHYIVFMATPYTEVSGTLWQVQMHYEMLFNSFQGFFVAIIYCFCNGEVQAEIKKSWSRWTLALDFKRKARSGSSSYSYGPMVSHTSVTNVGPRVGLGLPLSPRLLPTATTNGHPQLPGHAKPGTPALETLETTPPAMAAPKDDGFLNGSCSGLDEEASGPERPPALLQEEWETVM
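HEK-293-derived GP2 cells expressing PTHR1 and a GloSensor cAMP reporter, 3,000/well, plated overnight, given luciferin plus IBMX (each 0.5 mM as added) for 1 h at 37 °C, then compound for 1 h at 37 °C. Luminescence was read after 15 min at room temperature.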
FUS suppressor: FUS proteinopathy suppression in yeast; S. cerevisiae FUS-expressing, growth rescue, OD600, 24 h; Potency, µM (titrated, usually from 76.6 µM), without a hit: at the top dose growth rescue (activation), most hits filed as activators; 0.24% of 390,000 active;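 also: potency is read from the fitted curve at half-maximal effect; plate controls were DMSO vehicle for no effect and reference control for full effect; nearly all actives have a fitted effect of over 55% in size; some results filed as inactive show a strong effect at the top dose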
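Toxicity suppression screen in FUS-yeast. Cells induced with 2% galactose, starting OD 0.005, treated 24hr at 30C with compounds at multiple final concentrations; growth by OD600.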
aSyn yeast inh: alpha-synuclein toxicity inhibition in yeast | Yeast expressing alpha-synuclein, growth rescue, BacTiter-Glo, 24 h | Potency, µM (titrated, usually from 46.1 µM), inactives show at the highest dose growth rescue (activation), usual class: activators | 0.14% of 370,000 active | AID 652106; also: potency is read from the fitted curve at half-maximal effect; % of control where 0% means no effect; nearly all actives have a fitted effect of over 65% in size
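Rescue of yeast growth: cells expressing toxic alpha-synuclein, induced in galactose at OD600 0.02, incubated with compound 24 h at 30 C. ATP luminescence quantified growth; inhibitors of toxicity appear as activators.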
pAkt inh: blocks phosphorylation of Akt; Neuro2A IGF-stimulated pAkt S473 HTRF, 20 min; hits give low values; activity change, % for hits at 50 µM; 0.32% of 360,000 active; AID 651550; in the data active = activity change below about -80%; inconclusive = mostly about -51% to -80%; also: % is scaled to controls: 0 for no effect and ±100 for the full control effect
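Neuro2A cells (4,500/well, DMEM with 0.5% FBS) were treated with compound at a single 50 µM final concentration, stimulated with 6 nM IGF for 20 min at 37 °C, and lysed. Phospho-Akt Ser473 was read by HTRF as 665/615 ratio ×10^4.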
TDP-43 yeast inh: inhibitors of TDP-43 toxicity in yeast. 1.8% of 410,000 active. AID 652104. TDP-43 expressing yeast growth rescue, BacTiter-Glo, 24 h. Potency, µM (doses to about 46.1 µM), for the others: top-dose growth rescue (activation), usual class: activators; also: potency is read from the fitted curve at half-maximal effect; % of control where 0% means no effect; nearly all actives have a fitted effect of over 50% in size
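Growth rescue of TDP-43-toxic yeast measured as ATP luminescence (BacTiter-Glo). Cells grown to mid-log in raffinose, induced in galactose at OD600=0.02, exposed to compound 24 hr at 30 deg C.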
HEK293 tox: cytotoxicity counter-screen for GLP-1 receptor inverse agonists; Potency, µM (doses to about 38.3 µM), inactives show at the top dose activity change, negative = inhibition, most hits filed as inhibitors; 0.13% of 410,000 active; HEK293 cAMP-luciferase reporter cells, luminescence, 24 h;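 also: loss of luciferase light is scored as toxicity; potency is read from the fitted curve at half-maximal effect; % is scaled to controls: 0 for no effect and ±100 for the full control effect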
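Step one: seed cells (200 cells/uL, DMEM with 10% Nu serum, 1% pen-strep). Step two: 12-hour incubation at 37 deg C. Step three: pin 23 nL compound, incubate 24 hr. Step four: add luciferase reagent, read luminescence 12 min later.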
Abeta yeast res: restores growth of yeast expressing A-beta42 peptide; yeast expressing A-beta42, growth rescue, OD600, 48 h; response scale: 0% DMSO, 100% iron-clioquinol control; Potency, µM (titrated, usually from 46.1 µM), for the others: at the top dose growth rescue, usual class: activators; 0.063% of 410,000 active; also: potency is read from the fitted curve at half-maximal effect; nearly all actives have a fitted effect of over 55% in size
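Yeast growth medium received pinned compounds, then yeast cells expressing toxic A-beta were added; plates incubated at 30 C for 48 hr. Growth read as absorbance at 600 nm, normalized to DMSO and equimolar FeCl3 plus clioquinol controls.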
An asterisk follows results filed as active; i = inactive; ? = inconclusive; . = not tested or not shown; [ ] = another dose, or the depositor's remark. Unless noted, calls follow the shape of the dose curve; as a rule, active = well fitted curve in the direction sought with a large enough effect; inconclusive = small, poorly fitted or top-dose-only effect, or another doubt; inactive = no such curve, though single readings can be large; an effect the other way counts as inactive or inconclusive.

Results follow in this order: GLP-1R inv ag, Mm-Cpn inhibitor, PTHR1 agonist, FUS suppressor, aSyn yeast inh, pAkt inh, TDP-43 yeast inh, HEK293 tox, Abeta yeast res
> O=C(CN1C(=O)NC(Cc2c[nH]c3ccccc23)C1=O)NCCc1ccccc1 (stereo not drawn)
    ?, 1%, -19%, 13%, -5%, i, -19%, 8%, -11%
> S=C(NC1CCCC1)NC1CC1
    -3%, -2%, i, -6%, 2%, i, -15%[0.397 µM], 0%, 27%
> Cc1nc(N)c(Cc2ccc(Cl)cc2Cl)c(N)n1
    1%, 0%, -15%, 3%, 2%, i, 12%, -9%, 5%
> Nc1cc(=O)[nH]c(SCC(=O)NCC2CCCO2)n1 (stereo not drawn)
    7%, 1%, i, 10%, -1%, i, 14%, 14%, 9%
> CC(C)CNC(=O)c1ccc(NC(=O)c2cccs2)cc1
    9%, 0%, -15%, ., 1%, i, 23%, -8%, 21%
> Cc1ccc(S(=O)(=O)N2[C@@H](c3ccc(Br)cc3)C(C(=O)O)=C[C@H]2CC2CCCC2)cc1
    -29%, 1%, -59%[inhibitor], 7%, 0%, i, -1%, 3%, 6%
> Cc1ccc2cc(CCNC(=O)c3ccc(Br)o3)c(=O)[nH]c2c1
    0%, -2%, -55%[inhibitor], ., 0%, i, ?, -3%, 29%
> COc1ccc(C(=O)Cn2cnc3ccc(Cl)cc3c2=O)cc1F
    5%, -4%, -26%, -20%, 2%, i, -18%, -14%, 6%
> Cc1cc(NC(=O)CCC(=O)N(CC(=O)NC2CCCC2)Cc2ccc(F)cc2)no1
    12%, 0%, i, 20%, -4%, i, 9%, 1%, -5%
> O=C1N=C(N2CCOCC2)S/C1=C/c1cc2c(cc1[N+](=O)[O-])OCO2
    151%[activator], -3%, -8%, -3%, 6%, i, -9%, -23%, -6%
> Cn1nnc(NC(=O)c2cccc([N+](=O)[O-])c2)n1
    -2%, 0%, i, -3%, -7%, i, 5%, -1%, 1%
> Clc1cccc(C2Nc3cccc4cccc(c34)N2)c1
    0%, -2%, -18%, -29%, -17%, i, ?, -9%, 3%
> C=CCNC(=O)C12CC3CC(C1)CC(C(=O)NCC=C)(C3)C2
    0%, -1%, i, 8%, 1%, i, -17%, -15%, -15%
> N#Cc1ccc(NC(=O)CSc2n[nH]c(=O)n2C2CC2)cc1
    8%, -3%, -4%, -1%, 3%[1.84 µM], i, 15%, 1%, -3%
> CCOC(=O)c1cnc2c(ccc3ccccc32)c1Nc1ccc(OC)cc1OC
    7%, ., -63%[inhibitor], 10%, ., ., ?, 6%, 8%
> Cc1ccc(C(O)c2cccnc2)o1 (stereo not drawn)
    -8%, 2%, i, 20%, 1%, ., -8%, -1%, 11%
> O=C(O)c1ccc(-c2nc(-c3ccc(Cl)cc3)cs2)cc1
    6%, 2%, -34%[inhibitor], -7%, 5%, i, 7%, -7%, -4%
> COc1ccc(OC)c(S(=O)(=O)Nc2cccnc2)c1
    0%, 0%, i, 35%, 3%, i, -15%, 3%, 11%
> Cc1cc2nc(-c3ccc(NC(=O)c4ccccc4F)cc3)oc2cc1C
    23%, ., ?, -9%, ., ., 0%, 4%, -15%
> CCOC(=O)CCCN1C(=O)CCn2nc(-c3cn(C)c4ccccc34)cc21
    18%, ., i, 32%, ., ., 29%, -7%, -3%
> CCC(=O)NCCc1nc(-c2ccccc2)no1
    19%, ., -1%, -12%, -2%, i, 15%, -14%, 3%
> CC(=O)N/C(=C/c1ccccc1)C(=O)N1CCCCC1
    -17%, -4%, -4%, 13%, -1%, i, -10%, 0%[1.53 µM], -3%
> COC(=O)c1scc(C)c1NC(=O)c1ccccc1F
    19%, -1%, 5%, -33%, 8%, i, 20%, 4%, 1%
> CC(=O)c1ccc(NC(=O)COC(=O)CCc2ccc(S(=O)(=O)N3CCOCC3)cc2)cc1
    4%, 0%, -10%, 3%, 0%, i, 4%, ?, -8%
> N#CC1=C(N)N(c2ccccc2)C(c2cccc([N+](=O)[O-])c2)C1(C#N)C#N (stereo not drawn)
    -2%, 1%, -35%[inhibitor], ., -10%, i, 10%, 2%, -7%
> COc1ccc(CCNC(=O)c2ccco2)cc1
    1%, 2%, i, -14%, -6%, i, 2%, -5%, -1%
> O=C(CSc1nc2c(sc3ccccc32)c(=O)n1CCc1ccccc1)NCc1ccco1
    3%, 0%, i, 27%, -9%, i, 9%, -1%, 6%
> COCCN1CN(S(=O)(=O)c2ccc(Cl)cc2)c2nc3ccccc3nc21
    -25%, 1%, -34%[57.5 µM], 22%, 9%, i, 11%, -14%, -4%
> Cc1ccc(C)n1-c1ccc(C(=O)/C=C/N(C)C)cc1
    26%, 2%, -2%, 9%, -52%[inhibitor], i, -93%[inhibitor], 14%, -84%[inhibitor]
> O=C1C=C(Nc2ccccc2)C(=O)c2ccccc21
    0%, 0%, -37%[inhibitor], -26%, -8%, i, 13%, -9%, -34%[inhibitor]
> O=C1NC(c2ccc(Cl)cc2)=COc2ccccc21
    14%, 1%, -18%, -4%, -2%, i, 17%, 13%, -10%
> COc1ccc([C@H]2CC(=O)C[C@@H](CCn3cc(-c4nccn4C)nn3)O2)cc1
    26%, ., -9%, -16%, -2%, i, 16%, 0%, -11%
> CCNC(=S)N1CCN(CCNC2=CC(=O)CC(C)(C)C2)CC1
    23%, 2%, i, -4%, ?, i, 9%, -24%, -4%
> COc1ccc(CCNC(=O)c2ccc(F)c(S(=O)(=O)N3CCCCC3)c2)cc1
    ?, ., -23%, -24%, -2%, i, -10%, -6%, -1%
> COCCN1C(=O)c2ccccc2C1c1nnnn1Cc1ccccc1 (stereo not drawn)
    19%, ., i, 5%, 1%, i, 10%, 0%, -5%
> CC1CCCN(S(=O)(=O)c2ccc(Cl)s2)C1 (stereo not drawn)
    ?, 1%, -8%, 9%, -2%, i, -3%, 15%, 6%
> COc1cc(NC(=O)CCc2c(C)nc3nc(-c4cc(OC)cc(OC)c4)nn3c2C)cc(OC)c1
    2%, ., -93%[inhibitor], 14%, ., ., -31%[inhibitor], -2%, -13%
> Cc1ccc(NC(=O)CN(C)C(=O)c2nn(C)c(=O)c3ccccc23)cc1
    1%, -1%, i, -2%, 0%, i, -10%, -2%, -9%
> COc1ccc(N2CCN(C3CC(=O)N(Cc4ccc(N5CCCC5=O)cc4)C3=O)CC2)cc1 (stereo not drawn)
    -9%, 1%, -26%, 14%, 0%, i, -9%, -8%, 25%
> COc1ccc(/C=N/NC(=O)C[n+]2ccccc2)c(OC)c1OC
    16%, 1%, i, -1%, 22µM*, i, 17%, 0%, 8%
> COc1ccc2[nH]cc(CCN=C(NC(=O)c3ccccc3C)Nc3nc(C)cc(C)n3)c2c1
    2%, ., -11%, -7%, -3%, ., 4%, 5%, -21%
> COC(=O)C(NC(=O)c1ccco1)(Nc1nc(C)cs1)C(F)(F)F (stereo not drawn)
    0%, -1%, -12%[57.5 µM], -10%, -1%, i, 9%, -11%, -2%
> CCOc1ccc(C(=O)NC(=S)Nc2ccc(N3CCOCC3)c(Cl)c2)cc1[N+](=O)[O-]
    -42%, 0%, -15%, ., 5%, i, -12%, -39%, 24%
> CCOc1ccc(CNc2ccc3c(c2)nc(C)n3C)cc1
    17%, -1%, -10%, -7%, 1%, i, -19%, -7%, -4%
> O=C(OCc1csc(-c2ccccc2)n1)c1cccs1
    ?, -7%, -11%, 3%, -19%, i, ?, -3%, -18%
> COc1cc(-c2cc(C(=O)O)c3cc4ccccc4cc3n2)cc(OC)c1OC
    -12%, ., 3%, -10%, 2%, i, 14%, -2%, 14%
> COc1cc(-c2n[nH]c(=S)n2-c2cccc(C(F)(F)F)c2)cc(OC)c1OC
    8%, -5%, -6%, ., -3%, i, 13%, -2%, -9%
> CC(C)c1ccc(/C=N/NC(=O)c2nnn(-c3nonc3N)c2CN(C)C2CCCCC2)cc1
    -20%, -1%, -25%, -7%, -2%, i, -3%, 3%, 18%
> CCC1(C)Cc2c(C#N)c(N)n(-c3ccccc3)c(=O)c2CO1 (stereo not drawn)
    12%, 1%, -3%[57.5 µM], 17%, -3%, i, -14%, 1%, 7%
> Cc1cnc(C(=O)OCC(=O)c2csc(N3CCCCC3)n2)cn1
    2%, 1%, i, ?, -1%, i, 19%, 17%, -2%
> Cc1sc2ncnc(NCC(c3ccco3)N(C)C)c2c1C (stereo not drawn)
    0%, 3%, i, 33%, -4%, i, 3%, -1%, -7%
> CCc1ccc(S(=O)(=O)c2nnn3c2nc(N2CCC(C)CC2)c2cc(Cl)ccc23)cc1
    1%, ., -17%, 7%, ., ., 5%, 0%, -3%
> CCN(CC)C(=O)c1[nH]cnc1C(=O)Nc1ccc(OC)cc1
    18%, 1%, 4%, -15%, -20%, i, -21%, 2%, 8%
> O=C(NCC1COc2ccccc2O1)c1ccc(-n2cncn2)c([N+](=O)[O-])c1 (stereo not drawn)
    1%, -2%, i, 9%, 1%, i, 12%, -2%, 9%
> CC1(C)CC(=O)C(N=Nc2cccc(S(=O)(=O)N3CCOCC3)c2)=C(O)C1
    7%, 3%, i, -11%, 1%, i, 15%, -17%, 15%
> CC(C)CN1CCN=C1Nc1ccccc1
    2%, -2%, -17%, -9%, ?, i, 20%, -17%, 1%
> CNC(=O)c1cc(S(=O)(=O)Nc2ccc(C)cc2C)ccc1C
    -14%, -3%, -12%, ., -1%, i, -20%, 3%, -14%

An excerpt, so the mix of outcomes need not match the whole.
